ERa coact pot = enhances coactivator binding to human estrogen receptor alpha; AID 639; P03372; actives 1.3% (n = 86,000); coactivator binding (% of control), % at 25.6 µM; TR-FRET ERalpha-LBD/SRC-Cy5 coactivator binding, 2 h; 100 = basal binding, no effect; in the data active = activity above about 200%;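 also: binding measured in presence of low estradiol as agonist stimulus; 0% = peptide alone without receptor and 100% = receptor with peptide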
Target sequence (P03372 whole entry, looked up, the tested form may be a part): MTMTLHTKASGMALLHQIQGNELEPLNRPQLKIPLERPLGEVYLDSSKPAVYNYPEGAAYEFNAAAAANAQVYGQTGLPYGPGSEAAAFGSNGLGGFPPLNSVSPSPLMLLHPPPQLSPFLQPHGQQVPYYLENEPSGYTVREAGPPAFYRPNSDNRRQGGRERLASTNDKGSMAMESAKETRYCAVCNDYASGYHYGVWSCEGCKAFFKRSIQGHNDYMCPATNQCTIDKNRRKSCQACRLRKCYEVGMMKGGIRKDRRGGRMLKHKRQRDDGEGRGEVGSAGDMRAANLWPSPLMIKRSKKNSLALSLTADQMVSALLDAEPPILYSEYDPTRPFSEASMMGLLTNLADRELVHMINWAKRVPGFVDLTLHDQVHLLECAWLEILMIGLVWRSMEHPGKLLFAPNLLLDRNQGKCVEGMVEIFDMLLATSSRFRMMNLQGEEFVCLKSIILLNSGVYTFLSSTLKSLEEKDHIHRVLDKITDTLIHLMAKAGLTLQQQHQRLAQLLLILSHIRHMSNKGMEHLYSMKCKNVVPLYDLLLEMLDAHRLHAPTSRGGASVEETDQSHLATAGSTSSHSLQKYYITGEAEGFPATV
Candida biofilm = kills Candida albicans biofilms; C. albicans biofilm + clotrimazole, Alamar Blue; inhibition, % at 6 µM; actives 0.14% (n = 85,000); AID 834;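 active = inhibition above 20%; inactive = inhibition below 20%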;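 also: preformed 24 hr biofilms exposed to compound for 48 hr; 0% = biofilm without compound and 100% = blank killed by clotrimazole plus chlorhexidine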
MT1-MMP txn act = activates MT1-MMP transcription; HT1080 MT1-MMP promoter luciferase reporter, luminescence, overnight; stronger effect = higher value; activation factor at 10 µM; actives 0.16% (n = 86,000); AID 750;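 active = activation factor of at least 2 for MT1-MMP transcription at 10 µM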
sEH inhibitor = inhibitors of human soluble epoxide hydrolase; inhibition, % at 2 µM; P34913; recombinant human sEH enzymatic activity assay; AID 707; actives 0.34% (n = 91,000); in the data active = inhibition above about 80%; also: values of inactives mirror those of a sister screen read the other way; many of its hits are not listed in these tables
sEH act = increases human soluble epoxide hydrolase activity; purified human sEH enzymatic activity, activator screen; AID 717; activation, % at 2 µM; P34913; actives 0.04% (n = 91,000); in the data active = activation above about 37%; also: values of inactives mirror those of a sister screen read the other way
CD11b adhes enh = increases human CD11b/CD18 adhesion to fibrinogen; actives 0.07% (n = 93,000); P05107+P11215; AID 1499; activation, % at 10 µM; K562 CD11b/CD18 adhesion to fibrinogen, ATPlite luminescence;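 active = 10 µM primary screen giving 50% or more activity, confirmed by 40% or more on retest at that dose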; also: strong numbers were not always called active; reference of the scale not given here
Smad3 FoxH1 inh = blocks human Smad3 binding to FoxH1 peptide; actives 0.29% (n = 88,000); P84022; TR-FRET Smad3/Dy647-FoxH1 peptide binding, europium anti-His; inhibition, % at 25 µM;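 active = compounds that reduce the energy-transfer binding signal between the protein and its labelled peptide by more than half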;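 also: 0% = Smad3 plus labelled peptide maximal FRET and 100% = peptide-only background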
Target sequence (P84022 whole entry, looked up): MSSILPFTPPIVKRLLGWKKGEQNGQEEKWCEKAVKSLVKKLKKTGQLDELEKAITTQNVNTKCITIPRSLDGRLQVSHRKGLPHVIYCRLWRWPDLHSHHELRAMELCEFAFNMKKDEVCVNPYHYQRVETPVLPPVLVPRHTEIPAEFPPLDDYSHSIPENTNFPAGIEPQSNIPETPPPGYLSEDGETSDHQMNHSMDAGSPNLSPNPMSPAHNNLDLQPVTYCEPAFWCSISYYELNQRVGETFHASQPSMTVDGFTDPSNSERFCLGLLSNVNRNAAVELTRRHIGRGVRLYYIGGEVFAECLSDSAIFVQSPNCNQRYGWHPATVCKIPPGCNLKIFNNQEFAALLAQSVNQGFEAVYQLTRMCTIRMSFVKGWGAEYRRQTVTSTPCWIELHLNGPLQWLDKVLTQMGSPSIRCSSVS
ERb coact inh = ER-beta (human) coactivator binding inhibition | actives 1.3% (n = 86,000) | inhibition, % at 25.6 µM | Q92731 | TR-FRET ER-beta LBD / SRC1-Cy5 peptide binding; receptor agonist-loaded with 1 µM estradiol;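 active = compounds whose percent inhibition of the receptor-coactivator binding signal exceeds about 50% in the single-dose screen, limit read from the data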;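 also: 0% = receptor plus peptide wells without compound and 100% = peptide-only wells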
CD11b adhes inh = CD11b/CD18-fibrinogen binding inhibition. K562 CD11b/CD18 adhesion to fibrinogen, ATPlite luminescence; Mn2+ added to activate the integrin. inhibition, % at 10 µM. actives 0.54% (n = 93,000). AID 1497;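 active = primary inhibition of 50% or more at 10 µM, then 40% or more on retest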; also: some results filed as inactive read as strong as hits
* hit, by the source's call; . = no result given; [ ] = dose if it differs, or a comment. These rows are one share of the data. The share of hits here may be higher or lower than overall.

Sample of the layout:
SMILES | ERa coact pot | Candida biofilm | MT1-MMP txn act | sEH inhibitor | sEH act | CD11b adhes enh | Smad3 FoxH1 inh | ERb coact inh | CD11b adhes inh
NC(N)=N/N=C/c1ccc(OCc2ccc(Cl)cc2)cc1 | . | . | . | -13 | 11 | -5 | . | . | 23
CC(=O)Nc1cc2c(=O)n(Cc3ccccc3)c(C)nc2cc1N1CCOCC1 | 107 | -1 | 1.1 | 4 | -6 | -1 | -24 | -4 | -5
Cc1nn(C)c(C)c1S(=O)(=O)N1CCC(C(=O)NCCC2=CCCCC2)CC1 | 117[fluorescence artefact?] | 8 | 1.1 | . | . | -1 | 4 | -7 | 2
OCCn1c(CSc2nnc(-c3ccco3)n2-c2ccccc2)nc2ccc(Cl)cc21 | 96[fluorescence artefact?] | 5 | 1.1 | -14 | 12 | 4 | 9 | 9[fluorescence artefact?] | 10
C=CCC(C#Cc1ccc(C)cc1)N(CC)CC (stereo unspecified) | 101 | 13 | 1.2 | 3 | -4 | -3 | 26[fluorescence artefact?] | -7 | -22
COc1ccccc1N(CC(=O)N1CCCCCC1)S(C)(=O)=O | 79 | 5 | . | 2 | 0 | 1 | 0 | 4 | -8
O=C(Nc1ccccc1)Nc1ccccc1C(=O)NCc1ccco1 | 110[fluorescence artefact?] | 4 | 1.1 | -1 | 3 | 6 | 3 | -6 | -31
COc1ccc(CCNC(=O)C2CCN(S(=O)(=O)c3ccc(OC)c(OC)c3)CC2)cc1 | 112 | 2 | 1 | 3 | -3 | 0 | 2 | -6 | -20
O=C1c2ccccc2C(Nc2ccccc2F)N1c1cccnc1 (stereo unspecified) | 84[fluorescence artefact?] | 0 | 1.1 | 10 | -9 | -1 | -11 | 24[fluorescence artefact?] | -11
CCc1nc(Nc2ccccc2)c2oc3ccccc3c2n1 | . | . | . | 12 | -9 | 6 | . | . | -6
CCn1c(SCc2nc3ccccc3[nH]2)nnc1-c1cccs1 | 110[fluorescence artefact?] | 1 | 1.2 | -2 | 2 | 1 | -1 | -7 | -1
Oc1ccccc1/C=N/n1c(-c2cccs2)n[nH]c1=S | . | . | . | 2 | 0 | -5 | . | . | 8

This part in full (from the top)
SMILES | ERa coact pot | Candida biofilm | MT1-MMP txn act | sEH inhibitor | sEH act | CD11b adhes enh | Smad3 FoxH1 inh | ERb coact inh | CD11b adhes inh
NC(N)=N/N=C/c1ccc(OCc2ccc(Cl)cc2)cc1 | . | . | . | -13 | 11 | -5 | . | . | 23
CC(=O)Nc1cc2c(=O)n(Cc3ccccc3)c(C)nc2cc1N1CCOCC1 | 107 | -1 | 1.1 | 4 | -6 | -1 | -24 | -4 | -5
Cc1nn(C)c(C)c1S(=O)(=O)N1CCC(C(=O)NCCC2=CCCCC2)CC1 | 117[fluorescence artefact?] | 8 | 1.1 | . | . | -1 | 4 | -7 | 2
OCCn1c(CSc2nnc(-c3ccco3)n2-c2ccccc2)nc2ccc(Cl)cc21 | 96[fluorescence artefact?] | 5 | 1.1 | -14 | 12 | 4 | 9 | 9[fluorescence artefact?] | 10
C=CCC(C#Cc1ccc(C)cc1)N(CC)CC (stereo unspecified) | 101 | 13 | 1.2 | 3 | -4 | -3 | 26[fluorescence artefact?] | -7 | -22
COc1ccccc1N(CC(=O)N1CCCCCC1)S(C)(=O)=O | 79 | 5 | . | 2 | 0 | 1 | 0 | 4 | -8
O=C(Nc1ccccc1)Nc1ccccc1C(=O)NCc1ccco1 | 110[fluorescence artefact?] | 4 | 1.1 | -1 | 3 | 6 | 3 | -6 | -31
COc1ccc(CCNC(=O)C2CCN(S(=O)(=O)c3ccc(OC)c(OC)c3)CC2)cc1 | 112 | 2 | 1 | 3 | -3 | 0 | 2 | -6 | -20
O=C1c2ccccc2C(Nc2ccccc2F)N1c1cccnc1 (stereo unspecified) | 84[fluorescence artefact?] | 0 | 1.1 | 10 | -9 | -1 | -11 | 24[fluorescence artefact?] | -11
CCc1nc(Nc2ccccc2)c2oc3ccccc3c2n1 | . | . | . | 12 | -9 | 6 | . | . | -6
CCn1c(SCc2nc3ccccc3[nH]2)nnc1-c1cccs1 | 110[fluorescence artefact?] | 1 | 1.2 | -2 | 2 | 1 | -1 | -7 | -1
Oc1ccccc1/C=N/n1c(-c2cccs2)n[nH]c1=S | . | . | . | 2 | 0 | -5 | . | . | 8
COCCN1C(=O)c2oc3cc(C)c(C)cc3c(=O)c2C1c1cccc(O)c1 (stereo unspecified) | 116 | 9 | 1.1 | -8 | 2 | . | 4 | 0 | .
COC(=O)CCC(=O)Nc1ccc(Br)cc1 | . | . | 1.2 | 4 | -7 | 2 | . | . | -7
CCOc1ccc2[nH]c(=O)c(C(c3nnnn3CCOC)N3CCOCC3)cc2c1 (stereo unspecified) | 89 | 8 | 1 | -6 | 5 | -4 | 4 | 2 | 4
NC(=O)[C@H]1CC2(CC(c3cccc(NC(=O)c4ccccc4)c3)=NO2)CN1C(=O)[C@H]1CCC(=O)N1 (stereo partly specified) | . | . | . | 12 | -11 | 21 | . | . | 7
CC1(C)CC(=O)C(C=N)=C(O)C1 | 149 | -2 | 1.2 | . | . | -3 | -19[fluorescence artefact?] | -6 | 1
Cc1ccc(NC(=O)c2cc(S(=O)(=O)N3CCCCC3)ccc2N2CCOCC2)cc1F | . | . | . | 0 | 3 | -2 | . | . | -1
Cc1nn(-c2ccc(C(=O)O)cc2)c(C)c1Oc1ccccc1O | . | . | . | 10 | -10 | -4 | . | . | 6
O=C1CC(c2ccco2)CC2=C1C(c1ccccc1)n1nc(C(F)(F)F)nc1N2 (stereo unspecified) | 93 | 5 | 0.8 | 3 | 2 | 5 | 10 | -26 | 0
Cn1c(=O)c2c(nc3sccn32)n(C)c1=O | 105 | -3 | 1.3 | -8 | 6 | . | 0 | 0 | .
O=C(/C=C/c1ccc(OCCCF)cc1)NCc1ccc(Cl)cc1 | . | . | . | 12 | -14 | 9 | . | . | -12
O=C1c2ccccc2C(=O)N1CC(O)CN1CCOCC1 (stereo unspecified) | 121[fluorescence artefact?] | 11 | 1.1 | -15 | 16 | . | 0 | -3 | .
Cc1ccc(C(=O)Nc2ccc(O)c(C(=O)O)c2)o1 | 61 | . | 1.1 | 28 | -26 | -6 | -3 | 44 | -7
Cn1c2c(c(=O)n(C)c1=O)CN(CCc1ccccc1)CN2 | 102 | 8 | 1.1 | -1 | 5 | 6 | -4 | -2 | -33

Further compounds:
SMILES | ERa coact pot | Candida biofilm | MT1-MMP txn act | sEH inhibitor | sEH act | CD11b adhes enh | Smad3 FoxH1 inh | ERb coact inh | CD11b adhes inh
c1cn(CC2(Cn3ccnc3)COC2)cn1 | 111[fluorescence artefact?] | -1 | 1 | -22 | 24 | 0 | -24[fluorescence artefact?] | 2 | 14
Cc1ccc2cc(COC(=O)c3ccncc3)c(=O)[nH]c2c1 | 104 | -2 | 1.2 | . | . | -1 | 5 | -2 | -19
CC(=O)NC(C)C12CC3CC(CC(CC(=O)O)(C3)C1)C2 (stereo unspecified) | 118 | 11 | 1.1 | 4 | -5 | . | 1 | -1 | .
O=C(NCc1cccs1)c1cc(-c2cccs2)on1 | 114 | 7 | 1.6 | -4 | 4 | -3 | 8 | -6 | -3
CCCC(=O)n1nc(-c2ccccc2)nc1N | 111 | 7 | 1.1 | 6 | -5 | . | 30[fluorescence artefact?] | -2 | .
CS(=O)(=O)Nc1ccc(C(=O)N2CCCCC2)cc1 | 111 | -4 | . | 4 | -3 | -4 | -1 | -8 | -4
COc1ccc(C(OC(=O)c2ccco2)C(=O)NCc2ccco2)cc1 (stereo unspecified) | 94 | -1 | 1.1 | -3 | 3 | -1 | 5 | 13[fluorescence artefact?] | -7
CC(C)(C)c1cc(NS(=O)(=O)c2ccc3c(c2)OCCO3)on1 | 102 | 7 | 1 | -5 | 4 | . | -3 | 1 | .
CSc1nsc(/C=C/Nc2ccc(C)cc2)c1C#N | 118 | 9 | . | -15 | 16 | -4 | 2 | 3 | 18
COc1cc(S(=O)(=O)N(Cc2cccs2)C2CC2)ccc1-n1cnnn1 | 99 | 4 | 1.2 | -12 | 11 | . | 4 | -25 | .
O=c1[nH]c2cc3c(cc2cc1CN(Cc1nnnn1CC1CCCO1)C1CCCCC1)OCO3 (stereo unspecified) | 101 | 5 | 1.2 | -9 | 10 | 0 | -7 | -3[fluorescence artefact?] | -4
Cc1cc(C)c(S(=O)(=O)N2CCN(c3ccc([N+](=O)[O-])c(NCc4ccco4)c3)CC2)c(C)c1 | . | . | . | -4 | 6 | -1 | . | . | -8
C=C(c1cccc2ccccc12)P(=O)(O)O | 113 | 8 | 1 | 9 | -9 | -4 | 10 | 2[fluorescence artefact?] | -6
COc1ccc(N2CCN(CCCNC(=O)CN3CCN(Cc4ccccc4C)C3=O)CC2)cc1 | . | . | 1 | 10 | -12 | 0 | . | . | -1
CCn1ncc(CN2CCN(C(=O)Nc3ccccc3C(=O)OC)CC2)c1C | 138 | 8 | 1 | -12 | 9 | 2 | 5 | -4[fluorescence artefact?] | 0
Cc1onc(-c2c(Cl)cccc2Cl)c1C(=O)Nc1ccc2c(c1)OCO2 | 145 | 6 | . | . | . | . | 18 | 10[fluorescence artefact?] | .
CCOc1ccc(NC(=O)Cn2nnc(C(=O)NCc3ccccc3OC)c2N)cc1 | 119 | -3 | 1.2 | 7 | -9 | . | -4 | 1 | .
CC1=C(C(N)=O)C(c2ccc(C)o2)C(C(N)=O)=C(C)N1 | 96 | 0 | 1.1 | -1 | 1 | 8 | 6 | -9 | -47
CCOc1ccc(N/C(C)=C/C(=O)c2ccc(C)o2)cc1 | 95 | 6 | 1.5 | 4 | -4 | -4 | 19 | -10 | 11
COc1ccc(CNCC(O)COCc2cccs2)cc1 (stereo unspecified) | 86 | 8 | 1.2 | . | . | 5 | 4[fluorescence artefact?] | 1 | 3
COc1ccc(-n2c(Cc3cccn3C)nnc2SCC(=O)Nc2ccc(Cl)cc2)cc1 | 100 | 7 | . | 2 | -3 | -3 | -7 | -8 | 7
Cc1occc1-c1nc(-c2ccccn2)no1 | 98 | 2 | 0.7 | -6 | 4 | -1 | 0 | -2 | 3
Cc1cc2c(ncn2C)c(NS(=O)(=O)c2ccccc2Cl)c1C | . | . | . | 6 | -4 | 2 | . | . | 4
O=C(Cn1cnc2ccccc2c1=O)NCc1ccco1 | 104 | 5 | 1.2 | -16 | 15 | -4 | 14 | -1 | 2
C=C(C)CSc1nc(N)c(C#N)c(-c2ccc(C)cc2)c1C#N | 108 | 5 | 1.2 | -8 | 11 | 13 | 6 | -1 | 10

(further entries)
SMILES | ERa coact pot | Candida biofilm | MT1-MMP txn act | sEH inhibitor | sEH act | CD11b adhes enh | Smad3 FoxH1 inh | ERb coact inh | CD11b adhes inh
Cc1cccc(C)c1NC(=O)c1sccc1SCC#N | . | . | . | 9 | -7 | -2 | . | . | -3
Cc1nc(-c2ccc(O)c(O)c2)cs1 | 79 | 2 | . | 2 | -2 | -4 | 18 | 59* | -27
CC1CCN(c2nc(-c3ccccc3)cc(C(F)(F)F)n2)CC1 | 102 | 1 | 0.9 | 6 | -6 | 6 | -1 | -1 | 6
C(=C\c1ccccc1)/C=N/Nc1nc(N2CCOCC2)nc(N2CCOCC2)n1 | . | . | . | 5 | -4 | -1 | . | . | 1
N#Cc1cc(-c2ccccc2)nnc1Sc1ccc(F)cc1 | 122 | 2 | 1.1 | 8 | -9 | -1 | 4 | -7 | -20
CCCOc1ccc(C2c3c(oc4cc(C)c(C)cc4c3=O)C(=O)N2CCCN(C)C)cc1OCC (stereo unspecified) | 115 | 5 | 1.1 | . | . | . | 2 | -6 | .
CC1(C)CC(=O)C2=C(C1)Oc1nc3ccccc3cc1C2C(C#N)C#N (stereo unspecified) | 113 | 5 | 1 | 3 | -1 | . | 8 | -4 | .
O=C(NCc1cccs1)c1cnc2ccccn2c1=O | 114[fluorescence artefact?] | 6 | 1 | . | . | 2 | 2 | 1[fluorescence artefact?] | 11
